From PubChem BioAssay
mABHD4 FP – inhibitors of mouse ABHD4; inhibition, % at 8.92 µM; AID 720543; purified mABHD4, FP-Rh probe fluorescence polarization; actives 0.54% (n = 370,000); Q8VD66;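 active means inhibition exceeding the mean over every tested compound plus 3 SD, cut at about 30% in these data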;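 further: 0% = plate median of compound wells and 100% = S159A mutant with DMSO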
Target sequence (Q8VD66 whole entry, looked up): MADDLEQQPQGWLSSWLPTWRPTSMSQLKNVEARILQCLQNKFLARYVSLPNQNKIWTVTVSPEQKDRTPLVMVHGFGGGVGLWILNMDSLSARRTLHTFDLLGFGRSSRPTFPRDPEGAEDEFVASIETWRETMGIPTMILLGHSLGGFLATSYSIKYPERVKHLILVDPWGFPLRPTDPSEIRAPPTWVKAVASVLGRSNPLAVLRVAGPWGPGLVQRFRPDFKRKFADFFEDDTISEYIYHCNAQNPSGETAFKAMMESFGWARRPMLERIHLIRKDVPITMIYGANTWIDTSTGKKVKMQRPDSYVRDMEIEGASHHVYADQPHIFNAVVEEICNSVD
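Material: mouse ABHD4 enzyme, wild type; Benchmarks: S159A mutant high control, sample median low control; Buffer or medium: HEPES pH 7.0, NaCl, Pluronic buffer; Signal: fluorescence polarization; Read-out: percent inhibition of probe binding, normalized to plate controls; Timing: pre-incubation 45 min, probe exposure 60 min, at 25 °C; Dosing: 8.92 µM, single dose.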
HTRA1 inhibitor – inhibitors of human serine peptidase HTRA1. recombinant HTRA1, FP-rhodamine activity-based probe, fluorescence polarization. actives 0.5% (n = 340,000). inhibition, % at 5.96 µM. AID 504803. Q92743; in the data active means inhibition above about 36%;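 further: 0% = enzyme with DMSO and 100% = wells lacking enzyme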
Rev-erbA mod – modulators of human Rev-erb alpha DNA binding; activity, % at 10 µM; AID 1259318; Rev-erbα–FITC-DNA binding, fluorescence polarization, 90 min; actives 0.79% (n = 370,000); P20393;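 active means activity above about 14%, limit read from the data; passing the limit was not always enough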;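 further: 0% = DMSO wells with 35 nM protein and 100% = DMSO wells with 750 nM protein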
Target sequence (P20393 whole entry, looked up): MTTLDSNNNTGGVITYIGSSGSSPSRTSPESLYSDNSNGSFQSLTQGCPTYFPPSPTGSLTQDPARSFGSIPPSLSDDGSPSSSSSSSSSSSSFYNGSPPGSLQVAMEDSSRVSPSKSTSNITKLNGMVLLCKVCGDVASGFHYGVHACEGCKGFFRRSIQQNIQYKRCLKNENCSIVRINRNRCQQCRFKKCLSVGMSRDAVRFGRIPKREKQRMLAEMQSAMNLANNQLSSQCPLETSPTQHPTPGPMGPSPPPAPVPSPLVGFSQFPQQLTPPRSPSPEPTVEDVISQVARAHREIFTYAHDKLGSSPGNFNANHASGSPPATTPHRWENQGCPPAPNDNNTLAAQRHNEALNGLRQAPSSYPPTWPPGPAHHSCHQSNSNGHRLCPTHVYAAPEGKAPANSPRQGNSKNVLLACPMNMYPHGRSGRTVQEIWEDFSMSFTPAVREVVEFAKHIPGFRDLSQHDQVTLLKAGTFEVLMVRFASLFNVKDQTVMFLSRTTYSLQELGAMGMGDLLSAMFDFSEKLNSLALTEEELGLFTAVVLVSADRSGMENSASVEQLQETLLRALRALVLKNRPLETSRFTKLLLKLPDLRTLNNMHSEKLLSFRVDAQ
TCR CD3 inh – human TCR-CD3 binding inhibition; TAMRA-labeled TCR probe fluorescence, biochemical; inhibition, % at 9.4 µM; actives 0.37% (n = 360,000); AID 651800; in the data active means inhibition above about 19%;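 further: recombinant mutant TCR 2C K166C tagged with TAMRA read by polarization; 0% = receptor in buffer alone and 100% = receptor with positive control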
rCAG binder – r(CAG) repeat RNA binding; TO-PRO-1 dye displacement fluorescence; inhibition, % at 3 µM; actives 1.3% (n = 370,000); AID 651821;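 active means inhibition above the plate cutoff, the mean of all test compounds on that plate plus 3 SD, cut at about 35% in these data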;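 further: 0% = DMSO alone and 100% = 100 µM mitoxantrone as full dye displacement; higher means more dye released from RNA so lower well fluorescence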
PRMT1 FP inh – blocks human protein arginine methyltransferase 1; Q99873; recombinant PRMT1, activity-based probe fluorescence polarization; inhibition, % at 2.79 µM; actives 1.3% (n = 370,000);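 active means inhibition above about 21% made by adding two undisclosed values, limit read from the data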
UHRF1 MBD2 ctr – blocks human UHRF1 binding to methylated DNA; AID 687016; actives 0.75% (n = 370,000); inhibition, % at 4.4 µM; UHRF1 binding to methylated oligo, TR-FRET; Q96T88; in the data active means inhibition above about 21%;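 further: UHRF1 SRA domain binding a hemimethylated CpG hairpin DNA probe; 0% = median of test compound wells and 100% = reference inhibitor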
MBD2 DNA inh – MBD2-methylated oligo binding inhibition; Q9UBB5; TR-FRET, MBD2 binding to methylated oligonucleotide; inhibition, % at 4.4 µM; actives 0.31% (n = 370,000); AID 686964; in the data active means inhibition above about 13%
LEDGF integ inh – blocks HIV-1 LEDGF/p75-dependent DNA integration | actives 0.64% (n = 370,000) | AID 743269 | TR-FRET IN-LEDGF/p75 DNA integration, Eu/Cy5 | inhibition, % at 3.7 µM;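 active means inhibition above the screen-wide mean plus 3 SD, cut at about 13% in these data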;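 further: signal is the Cy5 over europium emission ratio at 671 and 618 nm; 0% = plate median of compound wells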
PG9 binder – PG9 antibody binding by small molecule; actives 0.43% (n = 360,000); TR-FRET gp120-PG9 antibody binding; inhibition, % at 6.7 µM; in the data active means inhibition above about 8.5%
* = called active by the depositor; / = not tested or not shown.

SMILES	mABHD4 FP	HTRA1 inhibitor	Rev-erbA mod	TCR CD3 inh	rCAG binder	PRMT1 FP inh	UHRF1 MBD2 ctr	MBD2 DNA inh	LEDGF integ inh	PG9 binder
COc1ccccc1C(=O)O/N=C(/C)c1ccc(N2C(=O)C3CCCCC3C2=O)cc1 (stereo unspecified)	2	-11	0	-4	-7	0	-3	0	-1	-2.2
Cc1onc(-c2c(F)cccc2Cl)c1C(=O)NCc1cccs1	1	-1	-2	1	1	2	0	5	-3	-0.1
O=C(NCc1cccnc1)C12CC3CC(CC(Cl)(C3)C1)C2	-3	3	-4	-1	0	1	-3	2	-4	-2.4
O=S(=O)(c1cccs1)N1CCCc2nc(-c3ccc(Br)cc3)ccc21	-5	/	1	4	4	-1	0	-2	2	-0.9
O=S(=O)(NCCNc1ncc(C(F)(F)F)cc1Cl)C(F)(F)F	-18	-6	1	10	4	-1	-3	-7	-3	0.5
O=C(NCc1ccccn1)C(C(=O)c1cccc([N+](=O)[O-])c1)n1cc(Cl)ccc1=O (stereo unspecified)	3	-5	-6	-1	1	2	-2	3	2	-0.1
CC(=O)c1cccc(NC(=O)N2CCCC2C(=O)NCc2ccc3c(c2)OCO3)c1 (stereo unspecified)	-5	-5	-6	3	2	-2	-2	-2	5	-0.6
CCCCNC(=O)C1C(c2ccc(C(F)(F)F)cc2)=Nc2ccccc2N1C(C)=O (stereo unspecified)	-9	/	4	6	-2	-3	1	-9	-2	0.1
Cc1ccc(NC(=O)c2oc3ccc(S(=O)(=O)N4CCC5(CC4)OCCO5)cc3c2C)cc1C	-7	-1	-2	2	7	1	0	-2	2	-1.0
CCOC(=O)c1cnc2c(c(C)nn2C)c1Oc1ccc(OC)cc1	-1	/	-2	1	-8	2	1	1	-1	-0.9

3 of the entries above in order of the HTRA1 inhibitor value, smallest number first:
mol | HTRA1 inhibitor
COc1ccccc1C(=O)O/N=C(/C)c1ccc(N2C(=O)C3CCCCC3C2=O)cc1 (stereo unspecified) | -11
O=C(NCc1ccccn1)C(C(=O)c1cccc([N+](=O)[O-])c1)n1cc(Cl)ccc1=O (stereo unspecified) | -5
Cc1ccc(NC(=O)c2oc3ccc(S(=O)(=O)N4CCC5(CC4)OCCO5)cc3c2C)cc1C | -1

The listing continues:
SMILES	mABHD4 FP	HTRA1 inhibitor	Rev-erbA mod	TCR CD3 inh	rCAG binder	PRMT1 FP inh	UHRF1 MBD2 ctr	MBD2 DNA inh	LEDGF integ inh	PG9 binder
COc1ccc(C)cc1NC(=O)C1CCCN(S(=O)(=O)c2cccc3nonc23)C1 (stereo unspecified)	-1	6	-9	5	0	-1	0	0	2	-1.9
CC(=O)Nc1ccc(S(=O)(=O)NN=Cc2ccc(Cl)c(Cl)c2)cc1	1	4	-1	1	4	-1	0	3	-3	1.7
Cn1c(SCC(=O)Nc2ccc(N3CCOCC3)cc2)nnc1-c1ccccc1	1	3	-4	-1	-2	0	-2	1	2	0.4
CCC(=O)N1CCN=C1SCc1cc(C)ccc1C	-6	-1	-3	-2	-5	10	3	9	1	-0.3
O=C(NC1CCCCC1)C(=S)N1CCCC1	1	2	0	-4	-3	0	1	5	-2	-2.4
COc1cc(C)c(S(=O)(=O)N2CCOCC2)cc1C	3	9	0	-5	-3	0	0	-5	-1	0.3
Cc1cc(C)cc(N(CC(=O)NC(C)(C)C)C(=O)CCC(=O)Nc2ccccn2)c1	0	3	4	0	-10	0	-3	1	-1	-0.1
CC(C)N(CCCNC(=O)c1ccc(CS(=O)(=O)c2c(Cl)cccc2Cl)o1)Cc1ccccc1	-1	1	2	5	-6	0	1	1	2	-1.9
Cc1ccccc1OCC(=O)Nc1nnc(-c2ccco2)s1	-3	1	4	4	0	2	-3	0	-2	-1.1
Cc1cccc(NS(=O)(=O)c2ccc(S(=O)(=O)N3CCCC3)cc2)c1	-4	-3	-5	0	4	2	-5	1	3	-0.3

4 records drawn at random from those above:
SMILES	mABHD4 FP	HTRA1 inhibitor	Rev-erbA mod	TCR CD3 inh	rCAG binder	PRMT1 FP inh	UHRF1 MBD2 ctr	MBD2 DNA inh	LEDGF integ inh	PG9 binder
COc1ccc(C)cc1NC(=O)C1CCCN(S(=O)(=O)c2cccc3nonc23)C1 (stereo unspecified)	-1	6	-9	5	0	-1	0	0	2	-1.9
Cc1cc(C)cc(N(CC(=O)NC(C)(C)C)C(=O)CCC(=O)Nc2ccccn2)c1	0	3	4	0	-10	0	-3	1	-1	-0.1
CC(=O)Nc1ccc(S(=O)(=O)NN=Cc2ccc(Cl)c(Cl)c2)cc1	1	4	-1	1	4	-1	0	3	-3	1.7
CCC(=O)N1CCN=C1SCc1cc(C)ccc1C	-6	-1	-3	-2	-5	10	3	9	1	-0.3

Going on with the list:
SMILES	mABHD4 FP	HTRA1 inhibitor	Rev-erbA mod	TCR CD3 inh	rCAG binder	PRMT1 FP inh	UHRF1 MBD2 ctr	MBD2 DNA inh	LEDGF integ inh	PG9 binder
CCCCC(=O)NC(c1ccc(N(CC)CC)cc1)c1ccc2cccnc2c1O (stereo unspecified)	14	60*	-5	-8	4	4	-2	2	2	-1.3
N#Cc1c(F)cccc1N1CCC(C#N)CC1	-5	5	-2	3	-2	-3	-2	-9	8	-2.3
CO/N=C(\C)C(Cc1ccc(Cl)nc1)Cc1ccc(Cl)nc1	0	2	0	-3	-4	6	1	5	-2	-0.5
O=C(O)c1cccc2c1C(=O)c1ccccc1C2=O	5	2	-8	-2	0	3	2	1	-4	-1.1
CCNC(=S)NS(=O)(=O)c1ccc(C)cc1	-6	2	-5	9	1	-1	0	-3	-2	-1.0
CSc1cccc(NC(=O)CSc2nnc(C)s2)c1	-8	-7	4	-4	7	6	4	7	2	2.0
Cn1c(CN2CCOCC2)nc2cc(NC(=O)c3ccc(F)cc3)ccc21	-2	-9	-3	2	0	2	-2	1	0	-0.3
CC(C)c1ccc(/C=c2\sc3n(c2=O)C(N)=C(C#N)C(c2ccc(C(C)C)cc2)C=3C(N)=O)cc1 (stereo unspecified)	0	-14	-2	2	8	5	-2	-4	-2	-0.8
CCN(c1ccccc1)S(=O)(=O)c1ccc(C(=O)Nc2cccc(C)n2)cc1	-12	-17	1	-6	1	5	2	2	-5	-0.8
O=S1(=O)CC(N2CCCCC2)CN1Cc1cn(Cc2cccc(C(F)(F)F)c2)nn1 (stereo unspecified)	12	/	-2	8	0	-1	10	-1	-4	-0.2
CCNC(=O)c1ccc(C2SCC(=O)N2CCc2ccccc2)cc1 (stereo unspecified)	-3	3	1	0	-5	1	8	-3	1	0.7
CCC(=O)N1c2ccccc2C(N(C(=O)CC)c2ccccc2)CC1C (stereo unspecified)	-5	6	8	2	-11	0	-1	4	0	1.3
COc1ccccc1C(c1nnnn1CCc1ccccc1)N1CCN(c2ccccc2)CC1 (stereo unspecified)	5	4	0	-1	-3	1	-3	-1	-1	0.8
Cc1nnc(NC(=O)CSc2ccccn2)s1	-3	1	0	0	4	-2	3	2	-1	0.9
O=C(Nc1sc2c(c1-c1nc3ccccc3[nH]1)CCCC2)C1CCCC1	-1	-11	3	3	12	-1	1	4	1	-2.9
CCOP(=O)(OCC)/C(C#N)=C(\O)c1ccc(OC)cc1	6	3	0	-1	1	1	1	1	0	-2.0
Cn1cc(-c2ccccc2C(N)=O)c(=O)c2ccccc21	2	-1	-5	-2	-6	2	6	0	-4	1.2
CCOC(=O)c1c(Nc2ccccc2N)cc(C)nc1C	0	-1	-2	4	-1	1	1	-1	3	-4.6
CC(=O)Nc1ccc(OS(=O)(=O)c2ccc(Cl)cc2)cc1	-3	7	-1	-1	-1	-1	-1	3	4	-0.3
COc1cccc(NC(=O)COC(=O)C2C3CC4OC(=O)C2C4C3)c1 (stereo unspecified)	1	-5	-3	-5	1	-1	0	1	5	-0.6
CCCC(=O)c1ccc(N2CCCC2)c(F)c1	-10	-2	-5	4	4	-4	2	-7	1	-0.7
O=C(CN1CCN(S(=O)(=O)c2ccc(F)cc2)CC1)c1ccc(O)c(O)c1	10	13	-1	-1	7	7	0	2	13	-2.3
CCCCC(=O)Nc1nnc(C)s1	-7	-2	-2	1	5	-2	0	-1	-2	0.7
Cc1ccccc1Cc1ccc(Cl)nn1	2	1	-3	7	1	-5	-2	-3	-3	1.0
CC(NCC(=O)Nc1ccccc1C(=O)NC1CC1)c1ccc(S(C)(=O)=O)cc1 (stereo unspecified)	4	6	2	2	2	0	1	1	-2	-0.7
Cc1nnc(-c2cnn(-c3ccccc3)c2N)n1Cc1ccc(F)cc1	-2	5	-2	5	-2	-3	-2	2	2	0.4
CCCN(CC(=O)Nc1ccccc1OC)C(=O)c1cc(-c2cccs2)nn1-c1ccccc1	2	-50	8	3	-1	3	-1	-6	-1	0.4
CCCC[C@H]1C2CC(OC(=O)Nc3ccc(C)cc3)C(C2)[C@H]2CCCCN21 (stereo partly specified)	-1	/	4	/	1	-7	0	-3	3	/
O=C(CBr)c1ccc([N+](=O)[O-])c(CS(=O)(=O)c2ccc(Cl)cc2)c1	9	-3	-1	-9	14	10	70*	-7	-3	1.1
CCOC(=O)N1CCN(Cc2nc3cc([N+](=O)[O-])ccc3n2C)CC1	4	-1	0	-1	4	2	0	-2	-5	-0.7
CCOP(=O)(Cc1ccc(C(C)(C)CC(C)=O)o1)OCC	-4	13	-1	3	-4	-3	-2	-2	3	-1.8
CCOC(=O)c1cn[nH]c1NC(=S)Nc1ccc(Cl)cc1	-15	/	4	6	13	5	-1	-1	-1	-0.2
Cc1cccc(-n2cc(CN3CCN(Cc4nccn4C)CC3)c(-c3cccc(F)c3)n2)c1	-15	-80	3	4	-6	0	2	-1	2	-2.3
CC(C)C(=O)N1CCc2cc(-c3csc(N)n3)ccc21	6	4	4	4	14	5	-1	3	5	0.8
Cc1nn(CC(=O)NCc2ccccc2)c(=O)c2cccn12	-1	7	3	-4	-1	1	1	3	-3	-0.9
CCCCNC(=O)C1C(c2ccc(C(F)(F)F)cc2)=Nc2ccccc2N1C(=O)c1cccc2ccccc12 (stereo unspecified)	-3	/	1	-8	13	1	0	2	1	-1.4

Look-ups from above.
`Cc1nn(CC(=O)NCc2ccccc2)c(=O)c2cccn12` in TCR CD3 inh is listed with -4
`CCOP(=O)(Cc1ccc(C(C)(C)CC(C)=O)o1)OCC` in UHRF1 MBD2 ctr is listed with -2
`CCCCNC(=O)C1C(c2ccc(C(F)(F)F)cc2)=Nc2ccccc2N1C(=O)c1cccc2ccccc12` (stereo unspecified) in rCAG binder is listed with 13

Some of the compounds tested. The share of hits here may be higher or lower than overall.
